# GSIS activator – primary screen for activators of insulin secretion dependent on glucose, INS-1E cells, GLuc reporter luminescence; INS-1E GLuc reporter insulin secretion, 2-3 h; activation, % at 16.6 µM; 0.61% of 370,000 active;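 active means lowest replicate activation of at least 40%, so every replicate reaches that level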;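 further: 0% = median of neutral control wells and 100% = median of IBMX positive control wells; some compounds called inactive have numbers as strong as hits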
# FN deposit inh – fibronectin deposition inhibition | AH1F fibroblasts, Alexa488-fibronectin deposition fluorescence, overnight | inhibition, % at 12.6 µM | 0.086% of 350,000 active;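 active means mean inhibition across replicates of 30% or more, regardless of how many single replicates reach that level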;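 further: positive control wells lacked labelled fibronectin entirely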
#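 Measured by – fluorescence 485/525 nm · System – AH1F fibroblast monolayer, labelled fibronectin deposition · Amount – 10000 cells per well · Buffer or medium – serum-reduced DMEM (2% serum) · Doses – single dose, pinned · Also added – fluorescent fibronectin at 24 nM final · Schedule – 1 h cell attachment, overnight exposure to compound and label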
# CFTR F508del cor – correctors of CFTR F508del function in bronchial epithelial cells; activity (quench increase), % at 7.58 µM; 0.36% of 350,000 active; CFBE cells, YFP halide quenching; stimulated with forskolin plus potentiator P3; % fluorescence drop versus neutral controls;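 active means mean added fluorescence quench of at least 8% versus neutral control, with both replicates also reaching 8%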;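 further: cells transiently co-express mutant CFTR-F508del with the halide-sensitive YFP; corrector assay measuring rescue of mutant channel to the surface after 24 h compound exposure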
# Numbers without * were called inactive. This is a subset; count on the stated rates, not on these rows.
# Preview (3 entries):
# Values run as follows: GSIS activator, FN deposit inh, CFTR F508del cor
CCCCN(CC)CCNC(=O)CNC(=O)Cn1ccc2ccccc2c1=O
→ 12, -2, 1.9
C/C(=N\O)C(=O)Nc1ccccc1
→ 3, 4, -3.4
CCCc1nc2ccccc2n1C(CC)C(=O)NC(C)(C)C (centres undefined)
→ 14, 6, -0.4

# The whole of this part, previewed entries included:
# Values run as follows: GSIS activator, FN deposit inh, CFTR F508del cor
CCCCN(CC)CCNC(=O)CNC(=O)Cn1ccc2ccccc2c1=O
→ 12, -2, 1.9
C/C(=N\O)C(=O)Nc1ccccc1
→ 3, 4, -3.4
CCCc1nc2ccccc2n1C(CC)C(=O)NC(C)(C)C (centres undefined)
→ 14, 6, -0.4
OCCC1CN(Cc2cccn2-c2ccccn2)CCN1C1CCCCC1 (centres undefined)
→ -9, 20, -0.4
CC1CC2=C(NC(=S)NC2c2cccc(F)c2)/C(=C/c2cccc(F)c2)C1 (centres undefined)
→ 24, -5, 2.7
COc1ccc(-n2nc([N+](=O)[O-])c(=NCCc3cccc(C)c3)n2O)cc1
→ -1, 3, -0.2
c1ccc(CNc2nc(NCc3ccco3)nc(N3CCOCC3)n2)cc1
→ 2, 6, -1.6
NC(=O)[C@@H]1CCCN1C(=O)[C@H](CCc1ccccc1)NC(=O)[C@H]1O[C@@H](n2cnc3c(N)ncnc32)[C@H](O)[C@@H]1O
→ 37, -7, 0.7
O=C1Nc2ccccc2N=C(c2ccccc2)C1Br (centres undefined)
→ 8, -3, -0.7
O=C(NCc1ccccc1)C1c2ccccc2OCC(=O)N1CC(F)(F)F (centres undefined)
→ 3, 2, 3.1
O=S1(=O)Cc2cc3ccccc3cc2C1
→ 16, 9, 4.0
COc1ccc(/C=N/NC(=O)c2cc3c(OC)ccc(OC)c3[nH]2)cc1O
→ 5, -3, 0.3
CN(Cc1ccccc1)C(=S)Nc1ccc2nc3n(c(=O)c2c1)CCCCC3
→ -3, 2, 1.5
Cc1cc(Cl)ccc1Nc1ncccc1C(N)=O
→ 16, 5, -0.7
CC(=O)c1ccc(NC(=O)Nc2ccc([N+](=O)[O-])cc2)cc1
→ 9, 1, -1.0
O=C(N/N=C/c1ccncc1)c1ccc(OCc2ccccc2)cc1
→ 26, 2, -3.4
COc1ccc(CC(=O)N/N=C/c2ccc(C)s2)cc1
→ -5, -8, 0.1
Cc1cc(CNC(=O)CCc2nnc(CCCc3ccccc3)o2)nn1C
→ -11, -6, 2.1
Cc1csc(NC(=O)c2cc[n+]([O-])cc2)n1
→ 1, -14, -0.4
O=C(C1CCCC1)N1CC(=O)N2[C@H](C1)[C@@H](c1ccc(-c3ccccc3F)cc1)[C@@H]2CO
→ -4, 7, -2.3
COc1c(Cl)cccc1-c1cn2ccccc2n1
→ 5, 4, 3.2
COc1ccc(NC(=O)Cc2ccc(C)c(C)c2)cc1S(=O)(=O)N1CCCCC1
→ -10, 7, -0.5
COCC(=O)N(C)[C@H]1C[C@H]2c3[nH]c4c(-c5ccccc5)cccc4c3CCN2C(=O)[C@H]1[C@H](C)O
→ -17, -2, 1.3
CN(C)C(=S)Nc1cccc(-c2n[nH]c(=S)o2)c1
→ 0, 7, -0.6
Cc1cc(C)c(C(=O)NCC(=O)c2ccccc2)c(C)c1
→ 13, -12, -1.3
CCOC(=O)Cc1ncccc1C(=O)Nc1ccc(OC(F)(F)F)cc1
→ -23, 1, -3.5
COC(=O)c1ccccc1N1CCS(=O)(=O)CC1
→ 22, -2, 3.7
O=C(C(=O)N1CCC(CNS(=O)(=O)c2ccc(C(F)(F)F)cc2)CC1)c1cc2ccccc2o1
→ -19, -3, 3.3
Cc1noc(C)c1COC(=O)c1cnc(Cl)c(Cl)c1
→ -3, 13, -0.3
CCN(CC)C(=O)c1ncn2c1C(=O)N[C@H](C)C2
→ 11, -2, -2.6
Cc1c(-c2ccccc2)nnn1-c1ccc(F)c(Cl)c1
→ 5, 0, 1.8
COc1ccc(-n2nnnc2-c2ccc(S(C)(=O)=O)cc2Cl)cc1
→ -8, 0, -5.0
O=C1Nc2ccccc2N(C(=O)c2ccc(-c3ccccc3)cc2)C1c1nc2ccccc2[nH]1 (centres undefined)
→ 24, 5, 2.4
Cc1ccc(-c2cc(C(=O)N/N=C/c3c[nH]c4ccccc34)n[nH]2)o1
→ -7, 18, 2.0
Cc1ccc(NC(=O)NCc2c(C)nn(C)c2C)cc1Cl
→ -5, -5, 1.9
NC(=S)Cc1ccccc1Cl
→ -7, 3, -0.2
COc1cccc(COC(=O)Nc2ccccc2)c1OC
→ -1, -4, 1.7
Cc1n[nH]c(=O)c2c(NC(=O)COC(=O)/C=C/c3cccc(C(F)(F)F)c3)oc(C)c12
→ -3, 1, 4.0
CC1CCc2c(C(=O)NCc3ccccn3)csc2C1 (centres undefined)
→ 5, -8, -3.6
Cn1c(=O)c2c(nc(N/N=C/c3cccnc3)n2Cc2ccccc2)n(C)c1=O
→ 27, 3, -3.1
COC(=O)c1ccc2nc(-c3cccc(Br)c3)c(Cc3cccc(Cl)c3)n2c1
→ -4, -9, -1.6
Cc1ccc(NC(=O)Cn2c(=O)c3cccn3c3ccccc32)c(Cl)c1
→ 10, 1, 1.4
O=S1(=O)CC(N2CCCC2)CN1Cc1cn(Cc2ccc(C(F)(F)F)cc2)nn1 (centres undefined)
→ 0, -2, -0.8
COc1c(Br)cc(C(N)=O)cc1OCc1ccccc1
→ 10, 19, -0.8
Cc1c(C(=O)Nc2nnc(C3CC3)s2)oc2c(Cl)cccc12
→ 17, 0, -1.1
O=c1c(Br)c(Br)cnn1-c1ccccc1
→ 120, 1, -2.7
CN(C)/C=C(\C=O)c1c(Cl)cccc1Cl
→ -5, -3, 2.6
NC(=O)C1CCN(C(=O)CN(c2ccc3c(c2)OCCO3)S(=O)(=O)c2ccccc2)CC1
→ 10, -2, -1.0
Nc1nc(=O)n(C2CCCCO2)cc1Br (centres undefined)
→ -4, 1, 0.6
Cc1ccc(S(=O)(=O)N2C3CCCCC3O[C@H]2CC(=O)c2ccc(F)cc2)cc1 (some centres undefined)
→ -12, 1, -5.1

# Sorted by length of the SMILES (low to high): three of the compounds above.
# Values run as follows: GSIS activator, FN deposit inh, CFTR F508del cor
CN(C)/C=C(\C=O)c1c(Cl)cccc1Cl
→ -5, -3, 2.6
COc1c(Br)cc(C(N)=O)cc1OCc1ccccc1
→ 10, 19, -0.8
CCOC(=O)Cc1ncccc1C(=O)Nc1ccc(OC(F)(F)F)cc1
→ -23, 1, -3.5

# New compounds follow:
# Values run as follows: GSIS activator, FN deposit inh, CFTR F508del cor
CCc1cc(S(N)(=O)=O)cc(CC)c1NC(C)=O
→ 20, -3, 0.4
O=C(Nc1ccc(Nc2ccccc2)cc1)c1ccccc1
→ -2, 10, -4.2
CCN1CCN(CCCN(Cc2cccs2)C(=S)Nc2ccccc2C)CC1
→ 8, -1, -3.1
COc1ccc2c3c(n(C)c2c1)[C@@H](CO)N(C(=O)C1CC1)CC31CCN(C(=O)C2CCOCC2)CC1
→ -5, 4, 0.6
C=CCn1ccc2c([N+](=O)[O-])cccc2c1=O
→ 4, 7, -1.7
Cc1nn(C)cc1C(C)NCc1c(C(=O)N2CCCCCCC2)nc2ccc(Cl)cn12 (centres undefined)
→ 8, 2, 3.6
CCOC(=O)c1c(-c2ccc(OC)cc2)csc1NC(=O)CCN1CCOCC1
→ -20, 8, 1.0
OC(CNCCNc1ncccc1C(F)(F)F)COc1ccc(F)cc1 (centres undefined)
→ -33, -10, 1.9
CC(C)CCOc1ccc(C2=NNC(=O)CC2)cc1
→ 14, -10, -2.5
Nc1[nH]c(C(=O)c2ccccc2)c(-c2ccc3ccccc3c2)c1C(=O)NCc1ccc(F)cc1
→ -20, -5, -3.3

# Other results:
Structure	GSIS activator	FN deposit inh	CFTR F508del cor
CCCCCN(C(=O)CCC(=O)OCCOc1cccc(Cl)c1)c1c(N)n(CCCC)c(=O)[nH]c1=O	14	-1	2.6
COc1ccc(/C=C/C2=CC(C)(C)NC(=S)N2)cc1	28	-3	-1.0
COc1ccccc1CCC(=O)Nc1ccc(C)cc1Cl	7	4	-2.8
Cc1cc(SCC(=O)c2ccc(O)c(O)c2)nc2ccccc12	9	7	4.5
Cc1c(Cl)cccc1NC(=S)NCC(C)C	-4	8	1.1
CCc1ncn(CCc2ccccc2OC)c1C(C)C	-8	-5	3.2
O=C(Cn1nnc2ccccc2c1=O)NCCc1ccc(Cl)cc1Cl	-8	7	-2.8
CNC(=S)N/N=C/c1ccc(N2CCOCC2)s1	8	4	0.1
Cc1cc(Nc2cccc(Cl)c2)nc(NCc2ccccc2)n1	15	9	-16
COc1ccc2[nH]c(C)c(CCNC(=S)Nc3ccccc3OC)c2c1	1	-4	2.4
C[C@H](CO)N1C[C@H](C)[C@@H](CN(C)Cc2ccc3c(c2)OCO3)OCCCC[C@H](C)Oc2ccc(NC(=O)Nc3ccc(C(F)(F)F)cc3)cc2C1=O	15	-3	0.7
CCN(CC)C(=O)C(=O)c1cccn1-c1ccc(C#N)cc1	2	2	1.5

# 4 entries from above, field by field:
Molecule: Cc1cc(Nc2cccc(Cl)c2)nc(NCc2ccccc2)n1
  GSIS activator: 15
  FN deposit inh: 9
  CFTR F508del cor: -16
Molecule: COc1ccc2[nH]c(C)c(CCNC(=S)Nc3ccccc3OC)c2c1
  GSIS activator: 1
  FN deposit inh: -4
  CFTR F508del cor: 2.4
Molecule: C[C@H](CO)N1C[C@H](C)[C@@H](CN(C)Cc2ccc3c(c2)OCO3)OCCCC[C@H](C)Oc2ccc(NC(=O)Nc3ccc(C(F)(F)F)cc3)cc2C1=O
  GSIS activator: 15
  FN deposit inh: -3
  CFTR F508del cor: 0.7
Molecule: CCN(CC)C(=O)C(=O)c1cccn1-c1ccc(C#N)cc1
  GSIS activator: 2
  FN deposit inh: 2
  CFTR F508del cor: 1.5

# Later entries:
Structure	GSIS activator	FN deposit inh	CFTR F508del cor
COc1ccccc1C(=O)N(CCN(C)C)c1nc2cc(C)cc(C)c2s1	-15	-2	-1.0
COC(=O)[C@]12CCCCC=C1N(Cc1cccc3ccccc13)C(=O)[C@H](CC(=O)N1CCN(C(=O)c3ccco3)CC1)C2	-41	-3	0.7
CCOc1ccc(CN2CCN(Cc3[nH]c4ccccc4c3C)CC2CCO)cc1 (centres undefined)	-12	-1	2.2
C/C=C/c1ccc([C@H]2[C@@H](CO)N(C(C)=O)[C@@H]2CN(CC(C)C)C(=O)CC)cc1	3	12	0.8
Cc1cccc(C(=O)OCC(=O)c2ccc3c(c2)NC(=O)CO3)c1	31	-11	2.5
Nc1c(N(CCC2=CCCCC2)C(=O)Cc2ccc(F)cc2)c(=O)[nH]c(=O)n1Cc1ccccc1	-10	2	-0.4
CC(C)[C@H](NC(=O)C1CC1)C(=O)N1CCC[C@H]1C(=O)NCc1ccccc1	28	1	-1.7
CN(C)c1ccc(NC(=O)C(=O)NCCOc2ccccc2)cc1	1	-22	-0.2
COc1ccc(Nc2nc(N)nc(CSC(=S)N3CCCCC3C)n2)cc1 (centres undefined)	-1	11	2.6
Cc1ccc(C(=O)C[n+]2ccc(Cc3ccccc3)cc2)cc1	6	-1	-0.9
CN(Cc1ccccc1)c1nc(N)nc(Cl)c1C=O	6	6	1.1
CCc1ccc(NC(=O)C(C)OC(=O)c2ccc(N3CCCC3)c([N+](=O)[O-])c2)cc1 (centres undefined)	8	-2	2.5
COc1ccc(C(=O)OCC(=O)N2CCCC2=O)c(OC)c1	6	-3	2.2
Cc1ccc(Sc2ccc(NC(=O)CCl)cc2)c(C)c1	8	-5	-2.9
Cc1c(C)n(CC(O)CSc2ccccc2)c2ccccc12 (centres undefined)	-10	1	3.9
Clc1ccc(-c2cn(-c3ccc(Cl)cc3)c3[n+]2CCCCC3)cc1	-1	-12	0.7
COc1ccc(N2CCN(C(=O)COC(=O)CNC(=O)c3ccc(Cl)cc3Cl)CC2)cc1	-24	5	0.3
COc1ccc(C2CC(c3ccc(C)o3)=NN2C(C)=O)cc1 (centres undefined)	21	-7	1.0
O=C(C[C@H]1CC[C@@H]2[C@H](COC[C@H](O)CN2CC2CCCC2)O1)NCC1CC1	15	-6	-1.1
COc1cc(NC(=NS(=O)(=O)c2ccccc2)c2ccccc2)ncn1	22	-2	2.7
COc1cc(/C=N/NC(=O)CN(Cc2ccccc2)S(=O)(=O)c2ccc3c(c2)OCCO3)ccc1O	18	2	2.2
Cc1ccc2[nH]c(=O)c(CN(Cc3ccco3)C(=O)N3CCOCC3)cc2c1	15	12	-1.9
COc1ccc(CN2CCn3nc(C(=O)NC(C)C)cc3C2=O)cc1	5	7	-4.7
COc1ccccc1CNC(=O)COc1cccc(-n2cnnn2)c1	5	1	3.5
O=C(CSc1nc2ccccc2c(=O)n1CC1CCCO1)NCc1ccc2c(c1)OCO2 (centres undefined)	3	-32	-4.5
CC(=O)/C=C(\C)Nc1c(C)n(C)n(-c2ccccc2)c1=O	16	1	-3.3
CCN(CC)CC#CCC(O)(c1ccccc1)c1ccc(Br)cc1 (centres undefined)	-15	-16	0.2
CCCCNc1cccc2c1S(=O)(=O)N[C@@H](C)CO2	13	7	-4.3
CC(=O)N(C)C[C@@H]1[C@H](c2ccc(-c3ccc(F)cc3)cc2)[C@H](CO)N1C(C)=O	-3	-2	1.5
